Screens deposited in PubChem by Broad Institute.
CD40 NFkB inh: CD40 pathway inhibition in BL2 cells; hit rate 0.94% among 83,000; AID 1053188; inhibition, % at 10 µM; BL2 NF-kB luciferase reporter, CD40L-induced, 4 h;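 active = mean inhibition of at least 50% with a set share of replicates also reaching that level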;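 note: 0% = neutral control wells and 100% = IKK inhibitor VII at 50 µM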
* hit, by the source's call; & = joins results of further samples; [ ] = remark or other dose. Not all compounds are listed; count on the stated rates, not on these rows.

How did CC(=O)NCC1COc2ccccc2O1 (configuration not stated) do in these assays?
CD40 NFkB inh: 1

Results for O=C(O)c1ccc(-n2ncc3c2/C(=C\c2cccc([N+](=O)[O-])c2)CC3)cc1 ?
CD40 NFkB inh: -86

Results for Cn1cc(/C=N/Nc2ccccc2)c2ccccc21 ?
CD40 NFkB inh: -3

What do the screens show for `O=C(NCC[C@@H]1CC[C@@H](NC(=O)C2CCCC2)[C@H](CO)O1)Nc1ccc(Cl)cc1`?
CD40 NFkB inh: -41

How did C[C@@H]1CN([C@H](C)CO)C(=O)c2cc(-c3cccc(F)c3)cnc2O[C@H]1CN(C)C(=O)C1CC1 do in these assays?
CD40 NFkB inh: 0

How did CCC(=O)N1CCC1(C)C(=O)NCc1ccccc1SC (configuration not stated) do in these assays?
CD40 NFkB inh: -3

How did Cc1c(-c2c(C#N)c(N)nc3c2CCCCCC3)cnn1C do in these assays?
CD40 NFkB inh: 12

Results for COc1ccc(C(=O)OCC(=O)c2ccc3c(c2)NC(=O)CO3)cc1[N+](=O)[O-] ?
CD40 NFkB inh: 3

What do the screens show for `CCOC(=O)c1ccc(COC(=O)CNS(=O)(=O)c2ccccc2)cc1`?
CD40 NFkB inh: 6

How did Cc1noc(C)c1C(=O)Nc1ccccc1-c1ccccc1 do in these assays?
CD40 NFkB inh: 11

Results for COc1ccc(NC(=O)CCn2c(=O)c3cccn3c3ccccc32)cc1 ?
CD40 NFkB inh: -1

What do the screens show for `C[C@@H]1CN([C@@H](C)CO)C(=O)c2cc(NS(=O)(=O)c3ccccc3)ccc2O[C@@H](C)CCCCO[C@H]1CN(C)C(=O)C1CCCCC1`?
CD40 NFkB inh: 5[25 µM]

Results for Cc1ccc2c(c1)CCCN2C(=O)c1ccncc1 ?
CD40 NFkB inh: 10

What do the screens show for `Oc1cc(OCc2ccccc2)ccc1-c1[nH]ncc1-c1ccccc1`?
CD40 NFkB inh: 26

What do the screens show for `O=C(Cn1nnc2ccccc21)OCC(=O)c1ccccc1`?
CD40 NFkB inh: 5

Quoted at random: 4 records from the list.
How did Cc1c(-c2c(C#N)c(N)nc3c2CCCCCC3)cnn1C do in these assays?
CD40 NFkB inh: 12

What do the screens show for `O=C(NCC[C@@H]1CC[C@@H](NC(=O)C2CCCC2)[C@H](CO)O1)Nc1ccc(Cl)cc1`?
CD40 NFkB inh: -41

Results for Cn1cc(/C=N/Nc2ccccc2)c2ccccc21 ?
CD40 NFkB inh: -3

What do the screens show for `CCOC(=O)c1ccc(COC(=O)CNS(=O)(=O)c2ccccc2)cc1`?
CD40 NFkB inh: 6

(more compounds)
Results for CN(C)C(=O)c1ccc(-c2ccc([C@H]3[C@H](C#N)N(C(=O)Cc4ccccn4)[C@H]3CO)cc2)cc1 ?
CD40 NFkB inh: -21[25 µM]

Results for Cc1ccsc1/C=N/NC(=O)c1ccc2c(c1)OCCO2 ?
CD40 NFkB inh: 43

Results for CN1CCN(Cc2nc3ccccc3c(=O)n2Cc2nc(-c3ccc4ccccc4c3)cs2)CC1 ?
CD40 NFkB inh: 60*

How did Cc1nc2cc3sc(C)nc3cc2s1 do in these assays?
CD40 NFkB inh: -42

Results for OC[C@H]1[C@H](c2ccc(-c3ccc(F)cc3)cc2)[C@@H]2CN(CCC(F)(F)F)CCCCN12 ?
CD40 NFkB inh: -10[25 µM]

Results for O=C(Nc1ccccc1)c1ccc(S(=O)(=O)N2CCOCC2)cc1 ?
CD40 NFkB inh: -21

How did Cc1ccc(S(=O)(=O)CCC#N)cc1 do in these assays?
CD40 NFkB inh: 9

How did Cc1cccc(C(=O)Nc2cc(S(=O)(=O)N3CCOCC3)ccc2N2CCCCC2)c1 do in these assays?
CD40 NFkB inh: 8

What do the screens show for `COc1ccc(-c2ccc([C@@H]3[C@H](C#N)N(C(=O)c4cccc(F)c4)[C@H]3CO)cc2)cc1`?
CD40 NFkB inh: 20[25 µM]

How did Cc1ccc(S(=O)(=O)N2C[C@@H](O)COC[C@@H]3O[C@@H](CC(=O)NCc4ccc5c(c4)OCO5)CC[C@H]32)cc1 do in these assays?
CD40 NFkB inh: 10[25 µM]

Results for Cc1ccccc1C1=C/C(=C(\SS/C(C(=O)c2ccc(OCC(=O)O)c(Cl)c2Cl)=C2\C=C(c3ccccc3C)SS2)C(=O)c2ccc(OCC(=O)O)c(Cl)c2Cl)SS1 ?
CD40 NFkB inh: 1

Results for CN(C)CCCNC(=O)C[C@@H]1CC[C@@H]2[C@H](COC[C@H](O)CN2CC2CC2)O1 ?
CD40 NFkB inh: -2[25 µM]

What do the screens show for `CCCCC(=O)NCCc1c(Cc2ccccc2)[nH]c2ccccc12`?
CD40 NFkB inh: 5[25 µM]

Results for O=C(c1ccc(N2CCCC2=O)cc1)N1CCN(c2ccc(C(F)(F)F)cc2[N+](=O)[O-])CC1 ?
CD40 NFkB inh: 5

How did Brc1ccc(-c2csc3[n+]2CCCCC3)cc1 do in these assays?
CD40 NFkB inh: 4

What do the screens show for `Cc1cnc(C(=O)Nc2cccc3ncccc23)cn1`?
CD40 NFkB inh: -5

Results for Cc1ccc(S(=O)(=O)N(C)C[C@H]2OCCCC[C@H](C)Oc3ccc(NS(=O)(=O)c4ccccc4)cc3C(=O)N([C@@H](C)CO)C[C@H]2C)cc1 ?
CD40 NFkB inh: 6

What do the screens show for `COc1ccc(CN(C)C(=O)c2ccc(NS(=O)(=O)c3ccccc3)cc2)c(OC)c1`?
CD40 NFkB inh: 2

How did C[C@@H]1CN([C@@H](C)CO)C(=O)c2ccccc2-c2ccccc2CO[C@@H]1CN(C)C(=O)[C@@H](Cc1ccccc1)N(C)C do in these assays?
CD40 NFkB inh: -6[25 µM]

How did CC1CC1C(=O)N1CCN(S(=O)(=O)c2cccc(F)c2)CC1 (configuration not stated) do in these assays?
CD40 NFkB inh: 2

What do the screens show for `CC(C)NC(=O)c1ccc2c(c1)nnn2C`?
CD40 NFkB inh: 14

Results for COc1cccc(-c2ccc(C3[C@H]4CNC[C@@H]3N4Cc3ccc4c(c3)OCO4)cc2)c1 (some centres not stated) ?
CD40 NFkB inh: -56&-15[25 µM]

What do the screens show for `COc1ccc(CCC(=O)NCCS(=O)(=O)N2CCN(c3ccccc3F)CC2)cc1`?
CD40 NFkB inh: -1

Results for CC1(C)Cc2c(C#N)c(NC3CCCCC3)nc(-c3ccco3)c2CO1 ?
CD40 NFkB inh: 26

Results for O=C(Nc1ccc(F)cc1)N1CCCCN2[C@H](CO)[C@H](c3ccc(-c4cccc(F)c4)cc3)[C@H]2C1 ?
CD40 NFkB inh: -10[25 µM]

How did Cc1cc(NC(=O)CSc2nnc(-c3cccc(F)c3)n2N)no1 do in these assays?
CD40 NFkB inh: -2

What do the screens show for `Cc1ccc(S(=O)(=O)N(C)C)cc1NC(=S)Nc1ccc2[nH]c(=O)[nH]c2c1`?
CD40 NFkB inh: 6

How did O=C(c1cc(C2CC2)nn1-c1ccccc1)N1CCN(Cc2ccccc2)CC1 do in these assays?
CD40 NFkB inh: 8

How did O=C(CCNS(=O)(=O)c1ccccc1)NCC1CCCCC1 do in these assays?
CD40 NFkB inh: 3

What do the screens show for `O=C(COc1ccccc1)Nc1ccccc1Oc1ccccc1`?
CD40 NFkB inh: -2

What do the screens show for `CCCCN(CCCC)C(=O)C1CC=CCC1C(=O)O` (configuration not stated)?
CD40 NFkB inh: 2

How did Cc1cc([N+](=O)[O-])c(C(C)(C)C)cc1N do in these assays?
CD40 NFkB inh: 6

How did Cn1c(SCc2nnc(-c3ccccc3)o2)nc2ccccc21 do in these assays?
CD40 NFkB inh: -1

Results for CN(Cc1ccccc1)C(=O)c1ccccc1N(C)S(=O)(=O)c1ccccc1 ?
CD40 NFkB inh: 4

What do the screens show for `COc1cc(C=O)ccc1OCC(=O)N1CCCC1`?
CD40 NFkB inh: -26

Results for CC1CCN(S(=O)(=O)c2ccc(NC(=O)CCN3C(=O)c4ccccc4C3=O)cc2)CC1 ?
CD40 NFkB inh: -5

How did CCOC(=O)C1CCCN(C(=O)Nc2ccccc2)C1 (configuration not stated) do in these assays?
CD40 NFkB inh: -5

How did CCOC(=O)c1nn(-c2ccccc2)c(=O)cc1OCC(=O)Nc1ccccc1OCC do in these assays?
CD40 NFkB inh: -3

How did Cc1ccc(S(=O)(=O)N2CCCCC2)cc1NC(=O)Cc1cccs1 do in these assays?
CD40 NFkB inh: 2

What do the screens show for `CC(=O)c1cn(CC(=O)NCc2cccnc2)c2ccccc12`?
CD40 NFkB inh: 8

What do the screens show for `Nc1ncc([N+](=O)[O-])cc1Br`?
CD40 NFkB inh: 11

How did Cc1c(NC(=O)COC(=O)/C=C/c2cccc(Br)c2)c(=O)n(-c2ccccc2)n1C do in these assays?
CD40 NFkB inh: -6

How did O=C(O)c1cc(-c2c[nH]c3ccccc23)nc2ccc3ccccc3c12 do in these assays?
CD40 NFkB inh: -32

Results for CCOc1ccc(S(=O)(=O)Nc2cccc(C(=O)N3CC(C)OC(C)C3)c2)cc1 (configuration not stated) ?
CD40 NFkB inh: 18

How did O=S(=O)(Cc1ccccc1)N1CCN(C/C=C/c2ccccc2)CC1 do in these assays?
CD40 NFkB inh: 7

How did CCS(=O)(=O)N1CCCC(C(=O)NC2CCCC2)C1 (configuration not stated) do in these assays?
CD40 NFkB inh: 1

Results for CCn1cc(CN2CCC(C(=O)Nc3cccc(-c4cscn4)c3)CC2)cn1 ?
CD40 NFkB inh: 7

What do the screens show for `O=C(Nc1ccc(N2CCOCC2)cc1N1CCOCC1)c1cccs1`?
CD40 NFkB inh: 3

How did CN(CC(=O)Nc1ccccc1Cl)C(=O)c1ccc(N2CCCCCC2)c([N+](=O)[O-])c1 do in these assays?
CD40 NFkB inh: -1

Results for COc1cccc(-c2nn(Cc3ccccc3)cc2CO)c1 ?
CD40 NFkB inh: -31

How did COCCCNC(=O)c1cc2cc3cc(OC)ccc3nc2o1 do in these assays?
CD40 NFkB inh: -29

What do the screens show for `CC(C)NC(=O)N(C)C[C@H]1Oc2ccc(N(C)C)cc2C(=O)N(C)C[C@@H]1C`?
CD40 NFkB inh: 6

Results for O=S(=O)(c1ccccc1)N1CCC(Oc2ccc(-n3cnnn3)cc2)CC1 ?
CD40 NFkB inh: 17

Results for Cc1[nH]c(C(=O)O)c(C)c1C(=O)OC(C)C ?
CD40 NFkB inh: 4

How did O=S(=O)(c1ccc(Cl)cc1)N1CCCN(c2nc3ccc(Cl)cc3s2)CC1 do in these assays?
CD40 NFkB inh: 14

How did CC1CCN(C(=O)COC(=O)Cn2cnc3c2c(=O)n(C)c(=O)n3C)CC1 do in these assays?
CD40 NFkB inh: 9

Results for O=C(Cc1ccccc1)NCC(=O)N1CCC2(CC1)NCCc1[nH]cnc12 ?
CD40 NFkB inh: 4

How did CNC(=O)c1ccc(CNC(=O)OCC(F)(F)F)cc1 do in these assays?
CD40 NFkB inh: 6

How did CCCCOc1ccc([N+](=O)[O-])cc1C(=O)O do in these assays?
CD40 NFkB inh: 7

What do the screens show for `COC(=O)c1ccc(NC(=O)c2ccccc2)o1`?
CD40 NFkB inh: -60

In the list so far, these have two or more sulfur atoms:
How did Cc1nc2cc3sc(C)nc3cc2s1 do in these assays?
CD40 NFkB inh: -42

Results for Cc1ccccc1C1=C/C(=C(\SS/C(C(=O)c2ccc(OCC(=O)O)c(Cl)c2Cl)=C2\C=C(c3ccccc3C)SS2)C(=O)c2ccc(OCC(=O)O)c(Cl)c2Cl)SS1 ?
CD40 NFkB inh: 1

Results for Cc1ccc(S(=O)(=O)N(C)C[C@H]2OCCCC[C@H](C)Oc3ccc(NS(=O)(=O)c4ccccc4)cc3C(=O)N([C@@H](C)CO)C[C@H]2C)cc1 ?
CD40 NFkB inh: 6

What do the screens show for `Cc1ccc(S(=O)(=O)N(C)C)cc1NC(=S)Nc1ccc2[nH]c(=O)[nH]c2c1`?
CD40 NFkB inh: 6

How did Cc1ccc(S(=O)(=O)N2CCCCC2)cc1NC(=O)Cc1cccs1 do in these assays?
CD40 NFkB inh: 2

How did O=S(=O)(c1ccc(Cl)cc1)N1CCCN(c2nc3ccc(Cl)cc3s2)CC1 do in these assays?
CD40 NFkB inh: 14

(more compounds)
How did Cc1cc(N)n(-c2ncnc3scc(-c4ccccc4)c23)n1 do in these assays?
CD40 NFkB inh: 3

Results for O=C(N[C@H]1C=C[C@@H](CC(=O)N2CCC(Cc3ccccc3)CC2)O[C@@H]1CO)c1cnccn1 ?
CD40 NFkB inh: -3[25 µM]

Results for Cc1ccccc1-c1ccc([C@H]2[C@H]3CN(S(C)(=O)=O)CC(=O)N3[C@H]2CO)cc1 ?
CD40 NFkB inh: -4[25 µM]

How did CC1CCN(C(=O)c2cccc(S(=O)(=O)N3CCN(c4ccccc4)CC3)c2)CC1 do in these assays?
CD40 NFkB inh: 8

Results for CO[C@@H]1CN(C)C(=O)c2ccc(NC(=O)C3CCC3)cc2OC[C@@H](C)N(Cc2cccnc2)C[C@@H]1C ?
CD40 NFkB inh: -5

How did O=C(COC(=O)/C=C/c1cccc(C(F)(F)F)c1)NCc1ccco1 do in these assays?
CD40 NFkB inh: 14

What do the screens show for `CC(C)(CC(=O)O)CC(=O)Nc1ccc(Cl)c(Cl)c1`?
CD40 NFkB inh: 7

Results for Cc1ccc(CC2CC(=O)N(c3nc(C)cc(C)n3)C2=O)cc1 (configuration not stated) ?
CD40 NFkB inh: 6

How did O=C(Cc1ccc(Cl)cc1)c1c[nH]c(C(=O)NCCCN2CCOCC2)c1 do in these assays?
CD40 NFkB inh: 2

What do the screens show for `CC(=O)N(C)C[C@H]1Oc2c(cccc2N(C)C)C(=O)N(C)C[C@H]1C`?
CD40 NFkB inh: -1

How did COc1ccc(C(C)NC(=O)C2CCCO2)cc1OC (configuration not stated) do in these assays?
CD40 NFkB inh: 8

What do the screens show for `CCc1nnc(NC(=O)c2nn(-c3ccccc3)nc2C)s1`?
CD40 NFkB inh: 8

Results for COc1ccc(-c2ccccc2[C@H]2[C@@H](CO)N(C(=O)NC3CCCCC3)[C@H]2C#N)cc1 ?
CD40 NFkB inh: 16[25 µM]

What do the screens show for `COc1ccc(CC(=O)OCC(=O)N2CCCc3ccccc32)cc1`?
CD40 NFkB inh: 17

Results for CCOC(=O)c1c(C)n(C)c2cc(OCCN(CC)CC)ccc12 ?
CD40 NFkB inh: 5

How did CC1=C(C(=O)OCc2ccccc2)C(c2ccc(C)cc2)NC(=O)N1 (configuration not stated) do in these assays?
CD40 NFkB inh: 9

How did COC(=O)COc1nc(C)c2c(c1C#N)CC(C)(C)OC2 do in these assays?
CD40 NFkB inh: 3

What do the screens show for `CC(C)NC(=O)CCCn1cc([N+](=O)[O-])cn1`?
CD40 NFkB inh: 6
